# SMARCA2 act = SMARCA2 function activation, primary screen; AID 652017; MG213 cells, MMTV-luciferase reporter, dexamethasone, overnight; hit rate 1% among 370,000; activation, % at 9.1 µM; in the data active means activation above about 7.8%;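 further: 0% = vehicle wells and 100% = reference activator wells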
# NPR1 activator = GC-A (human) enzyme activation | AID 1671463 | activation, % at 10 µM | hit rate 0.14% among 370,000 | HEK293 GC-A cells, cGMP TR-FRET, EC30 ANP; 0% at EC30 ANP, 100% saturating ANP; in the data active means activation above about 40%
# DAX1 inh-1 = inhibitors of DAX1 repression of SF-1 activated StAR promoter. HEK293T StAR-luciferase reporter, SF-1/DAX-1 repression relief. inhibition, % at 6.8 µM. hit rate 1.1% among 370,000. AID 652010;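 active means inhibition above the mean over all tested compounds plus 3 SD, cut at about 3.6% in these data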;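 further: 0% = DAX-1 cells with DMSO and 100% = cells lacking DAX-1 with DMSO; higher inhibition means more luminescence from relief of DAX-1 repression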
# FXN GAA850 act = increases GAA850 frataxin promoter reporter activity. hit rate 0.56% among 360,000. activation, % at 6 µM. HEK293 lucGAA850 FXN promoter luciferase reporter, 24 h; percent of 10 µM SAHA response. AID 540364;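 active means activation above the average of all compounds screened plus 3 SD, cutoff fixed separately per campaign, cut at about 7.5% in these data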;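 further: 0% = DMSO wells and 100% = 10 µM SAHA wells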
# DAX1 inh-2 = inhibits human nuclear receptor DAX1; hit rate 0.99% among 340,000; inhibition, % at 6.75 µM; AID 504766; P51843; HEK293 Gal4-DAX1 luciferase reporter, luminescence;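 active means inhibition above the mean over all tested compounds plus 3 SD, cut at about 4.2% in these data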;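 further: 0% = DAX1-transfected cells with DMSO and 100% = empty-vector control cells with DMSO; inhibition shows as a rise in luminescence from relieved DAX1 repression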
# Target sequence (P51843 207-470 limits assumed): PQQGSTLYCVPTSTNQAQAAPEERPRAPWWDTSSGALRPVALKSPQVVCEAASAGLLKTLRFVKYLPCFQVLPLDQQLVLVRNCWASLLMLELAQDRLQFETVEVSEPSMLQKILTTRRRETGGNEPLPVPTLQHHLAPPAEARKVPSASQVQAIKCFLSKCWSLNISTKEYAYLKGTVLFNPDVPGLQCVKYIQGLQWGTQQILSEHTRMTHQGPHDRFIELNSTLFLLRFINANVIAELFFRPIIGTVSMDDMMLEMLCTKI
# ssDAF-12 act = S. stercoralis DAF-12 activation, primary screen; HEK293 ssDAF-12/GRIP1 lit1-tk-luc reporter, luminescence; % of 3 µM dafachronic acid response; activation, % at 6.8 µM; hit rate 1% among 370,000;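 active means activation above the mean over all tested compounds plus 3 SD, cut at about 0.9% in these data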;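 further: 0% = DMSO-only wells and 100% = 3 µM delta7-dafachronic acid wells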
# ADAM10 inh = inhibits human ADAM10; O14672; inhibition, % at 7 µM; AID 720582; hit rate 0.62% among 370,000; recombinant ADAM10, EDANS/DABCYL FRET peptide cleavage, 3 h;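 active means inhibition above a per-campaign cutoff equal to the mean of compounds falling between control-based bounds plus 3 SD, cut at about 20% in these data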;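 further: 0% = DMSO wells while the 100% control is not disclosed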
# Target sequence (O14672 214-748 limits assumed): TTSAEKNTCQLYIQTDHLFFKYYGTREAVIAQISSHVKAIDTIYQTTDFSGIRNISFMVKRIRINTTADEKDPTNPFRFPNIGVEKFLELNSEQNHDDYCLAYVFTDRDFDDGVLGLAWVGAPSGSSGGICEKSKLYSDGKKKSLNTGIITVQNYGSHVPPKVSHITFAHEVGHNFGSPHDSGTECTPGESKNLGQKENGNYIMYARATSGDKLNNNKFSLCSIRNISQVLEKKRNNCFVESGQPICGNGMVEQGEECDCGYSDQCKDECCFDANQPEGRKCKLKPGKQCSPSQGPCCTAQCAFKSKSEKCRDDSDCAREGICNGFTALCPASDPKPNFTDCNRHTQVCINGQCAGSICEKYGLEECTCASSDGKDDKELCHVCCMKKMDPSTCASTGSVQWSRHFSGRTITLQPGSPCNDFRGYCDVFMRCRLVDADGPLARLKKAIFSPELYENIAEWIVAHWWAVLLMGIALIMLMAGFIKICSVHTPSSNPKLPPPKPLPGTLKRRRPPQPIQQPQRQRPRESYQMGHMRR
# ADAM17 inh = inhibitors of human ADAM17; recombinant ADAM17, EDANS/DABCYL FRET peptide cleavage; inhibition, % at 6.95 µM; hit rate 0.83% among 370,000; AID 720648;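 active means inhibition above the mean of compounds lying between control limits plus 3 SD, set per campaign, cut at about 8.5% in these data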;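 further: 0% = DMSO-only wells as the low control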
# hgDAF12 agonist = agonists of H. glycines DAF-12 nuclear receptor; HEK293 GAL4-hgDAF12 UAS-luciferase reporter, agonist luminescence; normalized to butyrate control; activation, % at 6.8 µM; hit rate 1.8% among 370,000; AID 687014;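 active means activation above a cutoff set at the mean of all screened compounds plus 3 SD, cut at about 10% in these data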;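 further: 0% = DMSO wells and 100% = sodium butyrate wells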
# hcDAF-12 act = activates DAF-12 receptor from parasite H. contortus | hit rate 1.4% among 370,000 | activation, % at 6.8 µM | HEK293 hcDAF-12 lit1-tk-luc reporter, luminescence; 0% DMSO, 100% Δ7-dafachronic acid;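 active means activation above the mean of all tested compounds plus 3 SD, cut at about 5.5% in these data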;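 further: 100% = response to 3 µM Δ7-dafachronic acid high control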
# PG9 Ab binder = PG9 antibody binding by small molecule; TR-FRET gp120-PG9 antibody binding; inhibition, % at 6.7 µM; hit rate 0.43% among 360,000; AID 624416; in the data active means inhibition above about 8.5%
# Numbers without * were called inactive; / = not tested or not shown.
# Results follow in this order: SMARCA2 act | NPR1 activator | DAX1 inh-1 | FXN GAA850 act | DAX1 inh-2 | ssDAF-12 act | ADAM10 inh | ADAM17 inh | hgDAF12 agonist | hcDAF-12 act | PG9 Ab binder
Cc1ccc(S(=O)(=O)Nc2cnn(-c3ccccc3)c(=O)c2Cl)cc1
 : -3.0 | 0.3 | 0.7 | 1.2 | 0.2 | -1.6 | -5.2 | 0.9 | -1.1 | 0.1 | 7.4
COc1ccc(Cl)cc1NC(=O)CCc1nnc2ccc(N3CCC4(CC3)OCCO4)nn12
 : -2.9 | -9.7 | -2.8 | 0.0 | 0.0 | -1.6 | -6.0 | -5.1 | -3.3 | -2.6 | 0.5
COc1cc2cnncc2cc1OC
 : -1.1 | 6.1 | 0.1 | 0.8 | 0.6 | -0.1 | -9.3 | -3.2 | 0.3 | -0.5 | 1.4
COc1ccc(CCC(=O)Nc2sccc2C#N)cc1
 : 3.5 | -5.4 | 3.4 | / | / | -0.3 | -1.0 | -0.6 | 12.1* | 2.1 | -1.1
Cc1cccc(NS(=O)(=O)c2ccc(C3CCCCC3)cc2)n1
 : -3.0 | 2.7 | -1.3 | -0.9 | -2.0 | -1.3 | -128.8 | -42.9 | -0.5 | -1.2 | -0.8
Cn1c(CSc2ccccc2)c(C#N)c2ccccc21
 : 2.3 | -3.2 | 0.9 | 1.7 | 1.2 | -1.4 | 6.2 | 6.3 | 6.3 | 2.0 | -0.6
CN(C(=O)[C@H]1O[C@@H](n2cnc3c(=O)[nH]c(N)nc32)[C@H](O)[C@@H]1O)C1CCCCC1
 : -3.6 | 5.5 | 0.2 | / | / | -0.5 | -0.9 | -1.2 | -1.0 | -0.4 | -0.6
Cc1ccc(N=Cc2c(O)n(-c3cc(Cl)ccc3N3CCOCC3)c(=O)c3ccccc23)cc1C
 : -1.0 | -3.8 | -0.6 | -1.0 | -1.3 | -0.1 | -6.2 | 2.5 | -2.5 | 0.0 | 1.2
CN1CCN(NC(=O)c2ccc(Br)c(S(=O)(=O)N3CCOCC3)c2)CC1
 : -1.9 | 2.9 | -0.4 | 2.0 | -1.4 | -1.5 | 8.2 | -0.2 | 1.9 | -1.4 | -0.2
CC(C)N(C(C)C)S(=O)(=O)c1ccc(N2CCc3ccccc3C2)nc1
 : 5.2 | 12.6 | 0.6 | 6.0 | 1.9 | -0.7 | -9.8 | -2.2 | 0.2 | 0.9 | -1.1
CC(=O)C1(O)C(C)CC2C3CC(F)C4(O)CC(O)CCC4(C)C3CCC21C (stereo not drawn)
 : 5.7 | 1.6 | -1.6 | 1.8 | 0.9 | -1.3 | -2.1 | -3.4 | 1.2 | -0.5 | -1.3
Cc1cc(C(=O)Nc2ccc(Br)cc2)cs1
 : 1.0 | 2.1 | 3.9* | 1.6 | 1.0 | -0.2 | 1.1 | -3.5 | 9.0 | 5.6* | -0.8
Cc1ccc(NC(=O)CN2CCOCC2)c(Br)c1
 : 1.4 | 2.7 | -0.4 | 1.6 | 0.6 | -0.3 | 5.5 | 5.0 | 2.0 | -0.4 | 0.2
CC(C)Cn1cc(C(=O)NCCCOC(C)C)c2c3ccccc3n(C)c2c1=O
 : 0.7 | -15.0 | 0.6 | -4.5 | -1.1 | -0.8 | -115.1 | -33.5 | 0.9 | -1.9 | -1.8
CCCCC(C(=O)OCC(=O)c1ccc(OC)cc1)N1C(=O)c2ccccc2C1=O (stereo not drawn)
 : -2.2 | 3.7 | 0.0 | 0.4 | -0.8 | -2.1 | 13.6 | 7.0 | -4.5 | 0.5 | 0.4
Cc1ccc(C)c(SCC(=O)NCc2ccco2)c1
 : 5.0 | 1.8 | 1.0 | -1.0 | -0.1 | -1.4 | -7.4 | 0.9 | -0.9 | -1.2 | 1.1
Nn1c(SCC(=O)Nc2ccc3c(c2)OCO3)nnc1-c1cccc(Cl)c1
 : 0.3 | -3.4 | 0.1 | -1.4 | 1.4 | -1.6 | 4.0 | -1.8 | 0.3 | -0.8 | -2.5
CS/C(N)=N/N=C/c1c(O)ccc2ccccc12
 : 1.6 | 4.5 | 2.0 | 7.3 | 0.4 | 1.0* | -5.5 | -5.2 | 19.2* | 4.6 | -0.1
C=CCNC(=O)/C=C/c1cccs1
 : 0.5 | 3.3 | 0.2 | 2.9 | 0.0 | -0.7 | -1.5 | 0.0 | -2.0 | -0.3 | -2.2
Cc1coc2c(C)c3oc(=O)c(CCC(=O)N[C@H](C(=O)O)C(C)C)c(C)c3cc12
 : -2.4 | 3.2 | -0.7 | -0.4 | 1.1 | -1.6 | -303.0 | -77.1 | -1.3 | -0.9 | 1.1
O=C(CC(=O)Nc1ccccc1C(=O)O)NNC(=O)Cc1ccccc1
 : -3.0 | 0.6 | -0.4 | 2.0 | 1.7 | -1.8 | -13.2 | -6.5 | -1.3 | -1.0 | -1.8
Cc1nc(Sc2ccc(Cl)cc2)c(C#N)c(C)c1[N+](=O)[O-]
 : -2.2 | -1.0 | -0.7 | 4.1 | 0.4 | -1.9 | 2.4 | -2.7 | -3.0 | -2.1 | 0.9
CCOC(=O)c1c(-c2ccccc2)oc2ccc(OCC(N)=O)cc12
 : 0.1 | -7.9 | -0.1 | 1.4 | 0.3 | -1.8 | -236.3 | -63.1 | 0.0 | -0.7 | -1.1
COC(CNC(=O)c1ccc2c(c1)nc(C)n2-c1cccc(C)c1)OC
 : -2.0 | 1.2 | -0.5 | 1.9 | -0.8 | -0.9 | 2.8 | -7.6 | -0.2 | -2.7 | -1.1
O=[N+]([O-])c1ccc(Nc2nc(NC3CCCCC3)nc(N3CCCC3)n2)cc1
 : -1.9 | 3.7 | -0.2 | 1.9 | -0.8 | -1.3 | -1.6 | -2.7 | 0.2 | 1.1 | -0.1
Cc1c(NC(=O)CN2CCN(C(=O)c3ccco3)CC2)c(=O)n(-c2ccccc2)n1C
 : -2.8 | -0.3 | 0.2 | -0.8 | 1.4 | -0.9 | 0.0 | -4.3 | -2.1 | -1.1 | -1.0
COC(=O)c1ccc(OC(=O)c2cccnc2)cc1
 : -1.4 | -0.6 | 0.7 | 0.8 | -0.6 | -1.8 | 1.8 | 0.0 | 0.4 | 0.5 | 0.3
Cc1ccccc1C(=O)NC(CC(C)C)C(=O)N1CCN(c2ccccc2)CC1 (stereo not drawn)
 : -2.6 | 4.0 | 0.1 | -3.0 | -0.1 | -1.1 | -11.0 | -4.9 | -2.0 | -3.2 | 1.1
COc1ccc(N2C(=NC(=O)CCC3CCCC3)SC3CS(=O)(=O)CC32)cc1 (stereo not drawn)
 : 0.1 | -2.2 | 0.4 | -0.8 | 0.4 | -1.2 | -5.8 | -2.0 | 1.0 | -1.1 | -1.5
CS(=O)(=O)CCC(C(=O)O)N1C(=O)c2ccc(Oc3ccc(Cl)cc3)cc2C1=O (stereo not drawn)
 : -0.7 | -3.8 | -0.1 | 0.3 | 1.5 | -0.7 | -1.2 | -4.5 | -0.3 | -1.6 | 0.1

# (cont.)
Molecule	SMARCA2 act	NPR1 activator	DAX1 inh-1	FXN GAA850 act	DAX1 inh-2	ssDAF-12 act	ADAM10 inh	ADAM17 inh	hgDAF12 agonist	hcDAF-12 act	PG9 Ab binder
O=c1c(=NNc2ccccc2Cl)c(=O)c2ccccc12	8.4*	/	0.1	-1.1	3.4	-0.2	4.8	1.4	4.1	7.9*	-2.7
Cc1nnc(Nc2ccc(C(=O)NCCO)cc2)c2ccccc12	0.7	2.0	0.7	2.2	1.0	-1.4	-8.1	-2.1	1.8	-0.6	0.1
COc1ccccc1CN1C(=O)[C@H]2Cc3c([nH]c4ccccc34)C(C)(C)N2C1=O	0.4	-0.5	-1.1	-1.8	-0.7	-0.5	8.1	-2.1	-3.1	-0.1	3.2
COc1cccc(C(=O)OCC(=O)c2c[nH]c3ccccc23)c1O	-0.3	-3.4	0.0	3.2	1.0	1.9*	2.6	1.8	3.5	4.8	-0.8
COc1ccc(C(C)(NC(C)=O)c2nc(-c3ccncc3)cs2)cc1 (stereo not drawn)	0.2	-3.1	0.1	-0.3	/	-1.2	-6.0	-3.6	-2.5	0.3	0.4
Cc1cc([N+](=O)[O-])nn1CCCC(=O)N1CCN(c2ccc(F)cc2)CC1	0.7	1.9	-0.8	2.6	-1.0	-1.9	5.3	-2.2	-0.9	-2.8	-0.5
Cc1ccccc1OCCNCC(C)O (stereo not drawn)	4.7	2.6	-0.3	-0.4	-0.1	-1.0	3.8	1.3	0.9	0.5	-1.2
CC(O)(c1ccc(F)c(F)c1)c1nc(/C=C/c2ccccc2)cs1 (stereo not drawn)	-2.1	2.0	0.7	1.1	/	-0.8	4.2	4.8	-3.8	0.1	0.1
CCOC(=O)C1CCN(CC(=O)Nc2cc(S(=O)(=O)N3CCOCC3)ccc2C)CC1	-1.1	-1.3	0.2	0.9	-0.5	-0.9	-1.0	-3.4	-0.7	0.2	-0.2
CCCOc1ccc(-c2nnc(N)s2)cc1	9.6*	0.9	1.7	3.2	2.4	-1.0	-3.3	-3.3	8.1	2.6	-1.0
CCOc1c(C(N)=O)c(-c2ccccc2)c2c(=O)[nH]c3ccccc3n12	2.0	5.0	-0.6	-2.6	-1.9	-1.5	-266.7	-80.9	-1.2	-1.2	0.1
CN(C)c1cc[nH]c(=O)c1C#N	-2.9	1.0	0.3	1.4	2.9	-1.1	0.2	-3.9	4.9	2.4	1.1
Cc1c(C(=O)O)cccc1-c1ccc(/C=C2\SC(=O)NC2=O)o1	-0.5	3.2	0.3	0.8	-2.4	-1.2	-7.8	-5.6	3.5	0.3	-7.2
CN(c1ccc(C(=O)NC2CCCC2)cc1)S(=O)(=O)c1ccc(Cl)cc1	-0.8	-5.9	-0.5	1.1	0.3	-1.5	-0.9	-2.9	-3.0	-1.6	0.1
COc1ccccc1/C=N/Nc1nc(C)cc(=O)[nH]1	-2.8	-3.8	0.1	0.4	-0.2	-0.3	-13.8	-5.7	3.8	-0.7	0.9
COC(=O)Cn1c2c(c3cc(C)ccc31)CCCC2	-2.2	1.0	-0.6	-0.6	1.0	-1.1	-1.1	-5.4	0.0	-1.5	0.0
O=C(O)C1C2C=CC(O2)C1C(=O)Nc1ccc(S(=O)(=O)N2CCc3ccccc32)cc1 (stereo not drawn)	-0.2	4.8	0.4	-2.3	-0.1	-0.3	8.0	-3.7	0.7	-0.5	-1.7
CC(C)OC(=O)c1cn(-c2ccccc2)nc1-c1ccco1	-3.5	-8.7	-0.6	1.8	0.4	-1.4	3.5	4.8	-1.1	0.3	1.6

# Entries of single compounds, quoted from the list. Order of screens: SMARCA2 act | NPR1 activator | DAX1 inh-1 | FXN GAA850 act | DAX1 inh-2 | ssDAF-12 act | ADAM10 inh | ADAM17 inh | hgDAF12 agonist | hcDAF-12 act | PG9 Ab binder
# O=C(O)C1C2C=CC(O2)C1C(=O)Nc1ccc(S(=O)(=O)N2CCc3ccccc32)cc1 (stereo not drawn) is listed as -0.2 | 4.8 | 0.4 | -2.3 | -0.1 | -0.3 | 8.0 | -3.7 | 0.7 | -0.5 | -1.7
# COc1ccccc1/C=N/Nc1nc(C)cc(=O)[nH]1 is listed as -2.8 | -3.8 | 0.1 | 0.4 | -0.2 | -0.3 | -13.8 | -5.7 | 3.8 | -0.7 | 0.9
# CC(C)OC(=O)c1cn(-c2ccccc2)nc1-c1ccco1 is listed as -3.5 | -8.7 | -0.6 | 1.8 | 0.4 | -1.4 | 3.5 | 4.8 | -1.1 | 0.3 | 1.6

# From PubChem BioAssay

# Rows were taken by chance; overall some 6.8% were active at least once.
